Compound activity as filed in PubChem.
T cruzi intra – inhibitors of intracellular Trypanosoma cruzi. intracellular Trypanosoma cruzi in host cells, plate reader. activity score (inhibition), % at 5.01 µM. 4.9% of 22,000 active. AID 651903; in the data active means activity score above about 55%;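 further: parasites and compound incubated about four days before reading; 0% = median of neutral control wells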
INS-1E ATP HTS – INS-1E beta cell protection from cytokine death. INS-1E cytokine-induced death, ATP luminescence, 48 h; normalised: neutral wells 0, positive control 100. protection from cytokine-induced ATP loss, % at 10 µM. 0.1% of 20,000 active;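 active means mean replicate protection from cytokine-induced ATP loss at least 50% and at least 75% of replicates each reaching 50%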
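Assay system – rat INS-1E insulinoma cell line · Quantity – 8000 cells per well · Buffer or medium – RPMI without phenol red, 5% FBS · Schedule – 48 h co-treatment, 10 min post-lysis read · Technique – luminescent ATP assay (CellTiter-Glo)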
Numbers without * were called inactive; / = no result given.

compound,T cruzi intra,INS-1E ATP HTS
COc1ccc(NC(=O)N(C)C[C@H]2Oc3c(NS(=O)(=O)c4ccc(C)cc4)cccc3C(=O)N([C@H](C)CO)C[C@H]2C)cc1,4,4
CC(C)NC(=O)Nc1ccc2c(c1)CC(=O)N([C@H](C)CO)C[C@@H](C)[C@@H](CN(C)Cc1ccncc1)O2,-8,2
C[C@@H]1CCCCO[C@@H](CN(C)C(=O)Cc2ccccc2)[C@@H](C)CN([C@H](C)CO)C(=O)c2cc(NC(=O)Nc3ccc4c(c3)OCO4)ccc2O1,0,-2
COc1ccc(S(=O)(=O)N(C)C[C@@H]2Oc3ccc(NC(=O)Cc4cn(C)c5ccccc45)cc3CC(=O)N([C@H](C)CO)C[C@H]2C)cc1,-9,-6
COc1ccc(S(=O)(=O)N(C)C[C@H]2Oc3ccc(NS(=O)(=O)c4ccc(Cl)cc4)cc3C(=O)N([C@H](C)CO)C[C@H]2C)cc1,1,0
C[C@H]1CN([C@@H](C)CO)C(=O)Cc2cc(NS(=O)(=O)c3ccc(Cl)cc3)ccc2O[C@@H]1CN(C)CC1CC1,6,-7
COc1ccc(CN(C)C[C@@H]2OCCCC[C@@H](C)Oc3ccc(NS(=O)(=O)c4cccs4)cc3C(=O)N([C@H](C)CO)C[C@@H]2C)cc1,-3,-11
C[C@H](CO)N1C[C@H](C)[C@H](CN(C)S(=O)(=O)c2cn(C)cn2)Oc2ccc(NC(=O)Nc3ccc4c(c3)OCO4)cc2CC1=O,-16,0
C[C@@H]1CN([C@H](C)CO)C(=O)Cc2cc(NC(=O)Nc3ccccc3)ccc2O[C@H]1CN(C)C(=O)NC1CCCCC1,-22,3
COC(=O)CCCCCCC(=O)N/N=C/CNC(=O)OC(C)(C)C,-2,-9
Cc1noc(C)c1S(=O)(=O)Nc1ccc2c(c1)C(=O)N([C@@H](C)CO)C[C@@H](C)[C@H](CN(C)Cc1ccc(Cl)c(Cl)c1)O2,-7,-2
C[C@@H]1CN([C@@H](C)CO)C(=O)c2cccc(NC(=O)c3nc4ccccc4s3)c2O[C@H]1CN(C)C(=O)Nc1ccc2c(c1)OCO2,-3,-3
C[C@@H]1CN([C@H](C)CO)C(=O)c2cccc(NC(=O)Nc3cccc4ccccc34)c2O[C@@H]1CN(C)C,-22,3
C[C@@H]1CCCCO[C@H](CN(C)Cc2ccc3c(c2)OCO3)[C@@H](C)CN([C@H](C)CO)C(=O)c2cc(NS(=O)(=O)c3ccc(Cl)cc3)ccc2O1,16,-3
C[C@@H]1CN([C@@H](C)CO)C(=O)Cc2cc(NS(C)(=O)=O)ccc2O[C@@H]1CN(C)Cc1ccc(C(F)(F)F)cc1,7,0
C[C@@H]1CN([C@H](C)CO)C(=O)c2cccc(NS(C)(=O)=O)c2O[C@@H]1CN(C)S(C)(=O)=O,-26,11
Cc1noc(C)c1NC(=O)N(C)C[C@H]1Oc2c(NS(=O)(=O)c3ccc(Cl)cc3)cccc2C(=O)N([C@@H](C)CO)C[C@@H]1C,-10,14
C[C@H](CO)N1C[C@H](C)[C@H](CN(C)Cc2ccc(C(=O)O)cc2)Oc2ccc(NS(=O)(=O)c3cn(C)cn3)cc2CC1=O,-37,7
C[C@@H]1CN([C@@H](C)CO)C(=O)c2cc(NC(=O)Nc3ccccc3)ccc2O[C@H]1CN(C)Cc1ccc2c(c1)OCO2,-1,-11
CC(C)NC(=O)N(C)C[C@H]1Oc2ccc(NC(=O)Nc3cccc4ccccc34)cc2C(=O)N([C@@H](C)CO)C[C@H]1C,-1,-14

Four entries out of the list, arranged by length of the SMILES, smallest number first:
compound,T cruzi intra,INS-1E ATP HTS
C[C@@H]1CN([C@@H](C)CO)C(=O)c2cc(NC(=O)Nc3ccccc3)ccc2O[C@H]1CN(C)Cc1ccc2c(c1)OCO2,-1,-11
COc1ccc(NC(=O)N(C)C[C@H]2Oc3c(NS(=O)(=O)c4ccc(C)cc4)cccc3C(=O)N([C@H](C)CO)C[C@H]2C)cc1,4,4
Cc1noc(C)c1NC(=O)N(C)C[C@H]1Oc2c(NS(=O)(=O)c3ccc(Cl)cc3)cccc2C(=O)N([C@@H](C)CO)C[C@@H]1C,-10,14
COc1ccc(S(=O)(=O)N(C)C[C@@H]2Oc3ccc(NC(=O)Cc4cn(C)c5ccccc45)cc3CC(=O)N([C@H](C)CO)C[C@H]2C)cc1,-9,-6

Other records:
compound,T cruzi intra,INS-1E ATP HTS
Cc1ccc(S(=O)(=O)Nc2cccc3c2O[C@@H](CN(C)C(=O)Nc2ccc(C(F)(F)F)cc2)[C@H](C)CN([C@H](C)CO)C3=O)cc1,-7,1
Cc1ccc(S(=O)(=O)N(C)C[C@H]2Oc3c(NS(=O)(=O)c4ccc(Cl)cc4)cccc3C(=O)N([C@@H](C)CO)C[C@H]2C)cc1,16,2
C[C@@H]1CN([C@H](C)CO)C(=O)c2cc(NC(=O)c3ccncc3)ccc2O[C@H]1CN(C)S(=O)(=O)c1cccs1,-9,/
C[C@@H]1CN([C@H](C)CO)C(=O)c2cccc(NC(=O)c3cnccn3)c2O[C@@H]1CN(C)C(=O)Nc1ccc(F)cc1,-9,3
CC(C)NC(=O)N(C)C[C@@H]1Oc2ccc(NS(=O)(=O)c3ccc(F)cc3)cc2CC(=O)N([C@H](C)CO)C[C@@H]1C,-24,10
CNC[C@H]1Oc2c(NC(=O)NC3CCCCC3)cccc2C(=O)N([C@@H](C)CO)C[C@@H]1C,1,5
C[C@H](CO)N1C[C@H](C)[C@H](CN(C)S(C)(=O)=O)Oc2ccc(NC(=O)C3CCCCC3)cc2C1=O,8,-5
C[C@H]1CN([C@@H](C)CO)C(=O)Cc2cc(NC(=O)Nc3ccccc3)ccc2O[C@@H]1CN(C)Cc1ccc2c(c1)OCO2,8,-8
COc1ccc(NC(=O)Nc2cccc3c2O[C@H](CN(C)S(=O)(=O)c2ccc(OC)cc2)[C@@H](C)CN([C@@H](C)CO)C3=O)cc1,8,-3
C[C@H](CO)N1C[C@H](C)[C@H](CN(C)S(=O)(=O)c2cn(C)cn2)Oc2c(NC(=O)c3ccncc3)cccc2C1=O,-40,12
C[C@H]1CN([C@@H](C)CO)C(=O)Cc2cc(NC(=O)Nc3ccc4c(c3)OCO4)ccc2O[C@@H]1CN(C)C(=O)Nc1ccc(C(F)(F)F)cc1,3,-12
COc1ccc(CN(C)C[C@H]2Oc3c(NC(=O)NC4CCCCC4)cccc3C(=O)N([C@H](C)CO)C[C@@H]2C)cc1,27,-29
C[C@@H]1CN([C@H](C)CO)C(=O)c2cccc(NC(=O)C3CCOCC3)c2O[C@H]1CN(C)S(=O)(=O)c1ccc(Cl)cc1,2,4
C[C@H](CO)N1C[C@H](C)[C@H](CN(C)S(=O)(=O)c2cccs2)Oc2ccc(NC(=O)Nc3ccc(F)cc3)cc2CC1=O,38,-7
C[C@H]1CN([C@@H](C)CO)C(=O)c2cc(NC(=O)Cn3cnnn3)ccc2O[C@H]1CN(C)Cc1ccncc1,1,4
COc1ccc(S(=O)(=O)Nc2ccc3c(c2)C(=O)N([C@H](C)CO)C[C@H](C)[C@H](CN(C)C(=O)NC2CCCCC2)OCCCC[C@@H](C)O3)cc1,-6,1
C[C@H]1CN([C@@H](C)CO)C(=O)Cc2cc(NS(=O)(=O)c3cccs3)ccc2O[C@@H]1CN(C)C(=O)Nc1ccc2c(c1)OCO2,0,7
C[C@H](CO)N1C[C@H](C)[C@H](CN(C)C(=O)Nc2ccc(C(F)(F)F)cc2)Oc2ccc(NC(=O)C3CC3)cc2CC1=O,-24,-11
COc1ccc(S(=O)(=O)N(C)C[C@H]2Oc3ccc(NC(=O)Nc4c(C)noc4C)cc3C(=O)N([C@H](C)CO)C[C@@H]2C)cc1,-23,/
Cc1cccc(CN(C)C[C@@H]2Oc3ncc(-c4cc5ccccc5o4)cc3C(=O)N([C@H](C)CO)C[C@@H]2C)c1,70*,/
COc1cc(/C=N/NC(=O)c2ccccc2O)ccc1O,-18,-31
C[C@@H]1CN([C@@H](C)CO)C(=O)c2cc(NC(=O)NC3CCCCC3)ccc2O[C@@H]1CN(C)S(=O)(=O)c1ccccc1,0,/
C[C@H]1CN([C@@H](C)CO)C(=O)Cc2cc(NC(=O)CCCCCC(=O)Nc3ccccc3N)ccc2O[C@H]1CN(C)Cc1ccc(Oc2ccccc2)cc1,52,-5
Cc1ccc(S(=O)(=O)N(C)C[C@@H]2Oc3c(NC(=O)c4cc(C)nn4C)cccc3C(=O)N([C@@H](C)CO)C[C@H]2C)cc1,-16,11
C[C@@H]1CN([C@@H](C)CO)C(=O)c2cc(NC(=O)Nc3ccc(C(F)(F)F)cc3)ccc2O[C@@H]1CN(C)C(=O)NC1CCCCC1,13,-23
C[C@H]1CN([C@@H](C)CO)C(=O)Cc2cc(NC(=O)Nc3cccc4ccccc34)ccc2O[C@H]1CN(C)Cc1ccc2c(c1)OCO2,5,-1
C[C@@H]1CCCCO[C@H](CN(C)S(C)(=O)=O)[C@@H](C)CN([C@H](C)CO)C(=O)c2cc(N(C)C)ccc2O1,-45,3
COc1cc(Cl)c(/C=N/NC(=O)c2ccccn2)c(Cl)c1OC,-15,5
Cc1noc(C)c1NC(=O)N(C)C[C@@H]1OCc2cn(nn2)CCCC(=O)N([C@@H](C)CO)C[C@@H]1C,-2,/
C[C@@H]1CN([C@@H](C)CO)C(=O)c2cc(NC(=O)C3CCCCC3)ccc2O[C@@H]1CN(C)Cc1ccncc1,-14,/
COc1ccc(NC(=O)N(C)C[C@@H]2Oc3c(NC(=O)Nc4ccc(C(F)(F)F)cc4)cccc3C(=O)N([C@@H](C)CO)C[C@H]2C)cc1,27,-9
COc1ccc(CN(C)C[C@H]2Oc3ccc(NS(=O)(=O)c4ccc(OC)cc4)cc3CC(=O)N([C@H](C)CO)C[C@H]2C)cc1,64*,3
COc1ccc(CN(C)C[C@H]2Oc3ccc(NS(=O)(=O)c4ccc(C)cc4)cc3C(=O)N([C@H](C)CO)C[C@H]2C)cc1,-2,7
Cc1noc(C)c1S(=O)(=O)Nc1cccc2c1O[C@H](CN(C)S(=O)(=O)c1cn(C)cn1)[C@H](C)CN([C@@H](C)CO)C2=O,-2,2
COC(=O)CCCCCCC(=O)N/N=C/c1cccc(Br)c1,2,21
C[C@@H]1CN([C@H](C)CO)C(=O)Cc2cc(NC(=O)CCC(F)(F)F)ccc2O[C@H]1CN(C)Cc1ccncc1,-14,9
C[C@H](CO)N1C[C@H](C)[C@@H](CN(C)Cc2ccc(Cl)c(Cl)c2)Oc2c(NS(=O)(=O)c3ccccc3)cccc2C1=O,25,-1
COc1ccc(S(=O)(=O)N(C)C[C@H]2Oc3ccc(NC(=O)Nc4ccc(C(F)(F)F)cc4)cc3C(=O)N([C@H](C)CO)C[C@H]2C)cc1,21,-8
C[C@@H]1CN([C@H](C)CO)C(=O)c2cccc(NS(=O)(=O)c3ccc(F)cc3)c2O[C@H]1CN(C)C(=O)Nc1ccc2c(c1)OCO2,-12,-2
C[C@@H]1CN([C@H](C)CO)C(=O)c2cc(NC(=O)C3CC3)ccc2O[C@@H]1CN(C)Cc1ccc(-c2ccccc2)cc1,28,-15
C[C@H]1CN([C@@H](C)CO)C(=O)Cc2cc(NC(=O)C3CC3)ccc2O[C@@H]1CN(C)CC1CC1,-19,6
C[C@H](CO)N1C[C@H](C)[C@H](CN(C)S(=O)(=O)c2ccc(C#N)cc2)Oc2ncc(C#CC(C)(C)O)cc2C1=O,-3,/
C[C@@H]1CN([C@H](C)CO)C(=O)CCCn2nncc2CO[C@@H]1CN(C)C(=O)Nc1ccc(N2CCCCC2)cc1,-15,/
C[C@H](CO)N1C[C@H](C)[C@H](CN(C)Cc2ccncc2)Oc2ccc(NC(=O)Nc3ccc(C(F)(F)F)cc3)cc2CC1=O,61*,-19
COc1ccc(NC(=O)Nc2ccc3c(c2)CC(=O)N([C@@H](C)CO)C[C@H](C)[C@@H](CN(C)Cc2ccc(C(=O)Nc4ccccc4N)cc2)O3)cc1,63*,-6
C[C@H](CO)N1C[C@H](C)[C@@H](CN(C)Cc2ccc(-c3ccccc3)cc2)Oc2ccc(NS(C)(=O)=O)cc2C1=O,-2,/
Cc1ccc(S(=O)(=O)Nc2ccc3c(c2)C(=O)N([C@@H](C)CO)C[C@@H](C)[C@@H](CN(C)C(=O)NC2CCCCC2)O3)cc1,0,0
O=C(O)CCCCCC(=O)N/N=C/c1cc(Br)c(O)c(Br)c1,1,9
Cc1noc(C)c1S(=O)(=O)Nc1ccc2c(c1)C(=O)N([C@H](C)CO)C[C@H](C)[C@@H](CN(C)S(C)(=O)=O)OCCCC[C@@H](C)O2,-12,12
C[C@@H]1CN([C@@H](C)CO)C(=O)CCCn2cc(nn2)CO[C@H]1CN(C)S(=O)(=O)c1cccs1,-4,/

Entries from the list above that have bromine, in the order listed:
compound,T cruzi intra,INS-1E ATP HTS
COC(=O)CCCCCCC(=O)N/N=C/c1cccc(Br)c1,2,21
O=C(O)CCCCCC(=O)N/N=C/c1cc(Br)c(O)c(Br)c1,1,9
